# Screening data: PubChem, National Center for Advancing Translational Sciences (NCATS)
# KinaseGlo FLuc – Kinase-Glo luciferase inhibition (counter-screen); Potency, µM (titrated, usually from 38.3 µM), for inactives: top-dose activity change, negative = inhibition, actives largely listed as inhibitors; 200,000 tested, 0.28% active; AID 1379; Q27757; Kinase-Glo luciferase, ATP luminescence, 8 min; further: potency means the concentration at half of the fitted maximal effect; on the % scale 0 is the no-effect control and ±100 the full control effect; nearly all actives have a fitted effect of over 60% in size
#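 Inhibition of Kinase-Glo luciferase light generation was assessed at 10 uM ATP in pH 7.2 imidazole buffer, with luminescence measured after eight minutes at ambient temperature.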
# SMN2 splice up – enhancers of SMN2 splice variant expression. HEK293 SMN2-luciferase splicing reporter, luminescence, 30-36 h. Potency, µM (highest dose often 46.1 µM), for the others: at the highest dose activity change, positive = activation, most hits filed as activators. 210,000 tested, 2.8% active; further: potency means the concentration at half of the fitted maximal effect; % of control where 0% means no effect; nearly all actives have a fitted effect of over 55% in size
#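 HEK293 cells carry an SMN2 minigene-luciferase reporter in which exon 7 inclusion puts luciferase in frame. Cells were seeded at 2000 cells/well, attached for 10-12 hours, then exposed to compounds for 30-36 hours at 37C before ONE-Glo luminescence.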
# IMPase Li cell – membrane-permeable IMPase blocker, potentiated with lithium; CHO-M1 cells, IP1 TR-FRET (IP-One), carbachol + lithium; Potency, µM (top dose mostly 59.4 µM), for the others: at the highest dose activity, negative = IMPase inhibition, actives largely listed as inhibitors; 210,000 tested, 0.35% active; AID 1457;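 further: IP1 builds up when IMPase is blocked and the TR-FRET signal falls; potency means the concentration at half of the fitted maximal effect; plate controls were basal vehicle for no effect and high inhibitor control for full effect; nearly all actives have a fitted effect of over 50% in size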
#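 CHO-M1, 2000 cells/well, 16–30 h culture; cpd + low Li+, 30 min 37C; lysis with d2-IP1/Eu-anti-IP1 Ab, 10 min RT; TR-FRET 665/620 ratio and 620 channel; AC50 via Hill.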
# CBFb RUNX1 block – inhibitors of human CBF-beta and RUNX1 interaction; Q01196+Q13951; AlphaScreen CBFb-His/RUNX1-biotin binding, biochemical; Potency, µM (top dose mostly 59.8 µM), for inactives: top-dose activity, negative = inhibition, usual class: inhibitors; 230,000 tested, under 10 active; AID 1477; further: % of control where 0% means no effect
# Target sequence (Q01196 whole entry, looked up): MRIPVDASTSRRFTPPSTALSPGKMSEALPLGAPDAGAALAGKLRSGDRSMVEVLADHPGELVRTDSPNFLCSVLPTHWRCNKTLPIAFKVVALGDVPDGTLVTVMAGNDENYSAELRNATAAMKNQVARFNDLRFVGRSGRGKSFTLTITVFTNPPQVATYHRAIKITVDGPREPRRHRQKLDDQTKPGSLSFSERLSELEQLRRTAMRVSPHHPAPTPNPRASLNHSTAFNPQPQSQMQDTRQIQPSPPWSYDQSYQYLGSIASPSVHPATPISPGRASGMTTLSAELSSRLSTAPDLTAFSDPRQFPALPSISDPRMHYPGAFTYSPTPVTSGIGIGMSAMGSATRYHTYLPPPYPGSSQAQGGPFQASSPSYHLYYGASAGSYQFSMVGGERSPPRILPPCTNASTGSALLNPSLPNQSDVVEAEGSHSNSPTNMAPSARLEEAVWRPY
# Target sequence (Q13951 whole entry, looked up): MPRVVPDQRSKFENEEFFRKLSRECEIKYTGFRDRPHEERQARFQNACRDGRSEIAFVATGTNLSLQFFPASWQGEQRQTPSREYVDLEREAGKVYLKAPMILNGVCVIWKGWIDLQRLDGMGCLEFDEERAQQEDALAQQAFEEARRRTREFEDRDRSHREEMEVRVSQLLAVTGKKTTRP
#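 Inhibition was taken as any reduction in AlphaScreen signal from the CBF-beta–RUNX1 pair (His and biotin tags, 30 nM each), measured after compound (15 min) and bead (90 min) incubations at room temperature.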
# LMNA splice mod – modulators of lamin A splicing; HeLa LMNA splicing GFP/RFP minigene ratio, 48 h; 200,000 tested, 0.01% active; AID 1487; Potency, µM (titrated, usually from 46.1 µM), for inactives: top-dose ratio change, negative = inhibition, actives largely listed as inhibitors; active means well fitted inhibition curve with a large enough effect in the signal ratio, with a control signal flat, not every such curve was filed as active; inconclusive means small, poorly fitted or top-dose-only effect, or effect the other way, or a change in a side signal; the % refers to the signal ratio; further: potency means the concentration at half of the fitted maximal effect; on the % scale 0 is the no-effect control and ±100 the full control effect
#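 S3 HeLa stable clones carrying a lamin A-EGFP splicing minigene plus DsRed2 were seeded at 600 cells/well in Opti-MEM with 2% FBS, pin-dosed and incubated 48 h at 37°C. Acumen cytometry (488 nm) gave the GFP/RFP total-intensity ratio.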
# HttQ103 aggreg – inhibitors of mutant huntingtin aggregate formation in PC12 cells; PC12 HttQ103-GFP aggregates, Acumen cytometry, 40 h; Potency, µM (doses to about 46.1 µM), for inactives: at the highest dose activity change, negative = inhibition, hits mostly inhibitors; 220,000 tested, 1.1% active; AID 1688; further: potency means the concentration at half of the fitted maximal effect; on the % scale 0 is the no-effect control and ±100 the full control effect; nearly all actives have a fitted effect of over 60% in size
#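 Multiplexed with ATP-based cell death, this channel scores GFP aggregates in PC12 cells expressing inducible HTTex1-Q103-GFP. Induction used 100 nM tebufenozide; compounds were tested in concentration series.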
# HTT cytoprotect – Huntington cell model cytoprotection by ATP luminescence; Potency, µM (series often up to 56.4 µM), for the others: cytoprotection (ATP increase), usual class: activators; 230,000 tested, 0.14% active; PC12 HTT-Q103 induced, cytoprotection, ATP luminescence, 40 h; AID 1471;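 further: potency means the concentration at half of the fitted maximal effect; % of control where 0% means no effect; nearly all actives have a fitted effect of over 45% in size; toxic huntingtin expression switched on by the ecdysone agonist tebufenozide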
#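 ATP quantification (ATPlite) reports survival of PC12 cells in which tebufenozide, 100 nM final, switches on Htt exon 1 with 103 glutamines linked to GFP; compounds are titrated.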
# Active calls of the source: *; ? = inconclusive; . = no result given; & = joins results of further samples; [ ] = dose if it differs, or a comment. Unless noted, the call rests on the fitted dose curve; in most records, active means well fitted curve in the direction sought with a large enough effect; inconclusive means small, poorly fitted or top-dose-only effect, or another doubt; inactive means no such curve, though single readings can be large; an effect the other way counts as inactive or inconclusive. Outcome played no part in choosing rows; 4% or so of the library scored in one or more.
SMILES,KinaseGlo FLuc,SMN2 splice up,IMPase Li cell,CBFb RUNX1 block,LMNA splice mod,HttQ103 aggreg,HTT cytoprotect
CCOC(=O)N1CCN(c2cc(=O)n(-c3ccccc3C)c(=O)[nH]2)CC1,-0.2%,-14.5%,2.8%,3.4%,?,17.6%,2.3%
Cc1occc1C(=O)NC1CCCCCCC1,-2.3%,22.7%,-5.1%,28.0%,?,10.4%,-14.0%[10 µM]
CC(C)(C)C(=O)[C@@H]1[C@@H]2C(=O)N(C3CCCCC3)C(=O)[C@@H]2[C@H]2c3ccccc3C=CN12,2.6%,0.4%,32.3%[activator][38.3 µM],-9.2%,-2.1%,20.6%[9.22 µM],4.5%
O=C1C(Cl)=C(N2CCCCC2)C(=O)N1c1ccccc1,-6.7%,-14.1%,19.5%[38.3 µM],-3.3%,5.8%,6.4%,-14.2%
COc1cc(NC(=O)C2CCCO2)c(OC)cc1Cl (configuration not stated),-2.5%,1.0%,-0.5%,-9.7%,-7.7%,2.2%,-1.8%[10 µM]
CC(C)(C)OC(=O)N1CCC[C@H]1c1nnc(SCc2ccccc2Cl)o1,-0.1%,-17.8%,-6.4%[38.3 µM],9.0%,-7.9%,-36.2%,-18.8%
Cc1cc2ccccn2c1C(=O)c1nc(NCc2ccco2)ncc1Cl,-5.0%,-35.5%[inhibitor],19.8%,-17.7%,-7.1%[9.22 µM],?,-21.3%
CO/N=C\CC(=O)Nc1ccc(Cl)c(Cl)c1,-1.0%,16.4%,3.1%,5.1%,4.6%[46 µM],-6.8%,-15.9%[10 µM]
CC(C)(C)NC(=O)C(=O)NNC(=O)C12CC3CC(CC(C3)C1)C2,-2.1%,-6.5%,-9.3%[38.3 µM],14.0%,?,16.8%,-26.1%
C=CCNC(=O)C1CC(=O)N(c2ccc(Br)cc2)C1 (configuration not stated),15.4%,-29.5%,-11.5%[38.3 µM],1.4%,1.3%,-13.1%[9.22 µM],-9.2%
Cn1cc(/C=N/NC(=O)c2cccc([N+](=O)[O-])c2)c2ccccc21,1.3%,2.1%,-6.4%,-14.5%,?,4.7%,12.6%[10 µM]
Cn1cnc2c1c(=O)n(Cc1ccccc1)c(=O)n2C,-1.7%,-2.5%,-6.0%[38.3 µM],-0.8%,-1.6%,-16.1%,-15.0%
COc1ccc(N(CC(=O)Nc2ccccc2C(=O)NCCc2ccccc2)S(C)(=O)=O)cc1OC,-3.1%,?,34.6%[38.3 µM],5.0%,-0.9%,-10.9%,26.6%
O=C(COC(=O)c1ccncc1)NC(=O)C1CCCCC1,-0.5%,-13.8%,-2.6%[38.3 µM],-1.7%,5.4%,1.7%,-0.7%
COc1ccccc1NC(=O)/C=C/C(N)=O,-2.6%,-1.2%,13.6%[38.3 µM],0.0%,3.6%,?,-94.4%[inhibitor]
O=C1CC(c2cc(F)ccc2F)c2cc3c(cc2N1)CCC3 (configuration not stated),1.3%,.,19.0%,0.3%,.,-6.3%[9.22 µM],-61.2%[inhibitor][10 µM]
CN(c1ccc(C(=O)NCc2ccncc2)cc1)S(C)(=O)=O,-3.1%,-50.1%[inhibitor],10.6%[38.3 µM],17.9%,?,-25.4%,12.8%[1.9 µM]
Cc1cc(C)n2nc(CCc3ccccc3)nc2n1,2.2%,-10.5%,15.0%[38.3 µM],-1.2%,3.5%,-4.9%[9.22 µM],3.2%
CCOc1cc(NC(=S)Nc2cccc(OC)c2)c(OCC)cc1NC(=O)c1ccc(C)cc1,-3.1%,-8.3%,3.0%[38.3 µM],-5.1%,11.2%,-5.6%,-22.8%
Cc1ccc(-c2csc(N/N=C/c3ccco3)n2)c(C)c1,-2.5%,3.98µM*,-0.7%,-26.2%,?,5.1%,11.7%[10 µM]
O=C(NCCc1ccccn1)c1cc(C(=O)C2CCCCC2)c[nH]1,-2.7%,12.3%,-2.4%[38.3 µM],-2.2%,-5.3%,2.3%,-19.8%
O=C(O)Cc1csc(-c2ccc(F)cc2)n1,-0.5%,2.0%,-5.2%,-0.1%,?,12.5%,31.4%
COC(=O)Cc1ccc(NC(=S)NCc2ccco2)cc1,5.7%,11.8%,-1.9%,-1.8%,-9.4%[46 µM],15.6%,-7.6%
CCC(=O)OC1(C)C(=O)C2=COC(c3ccc(OC)cc3)=CC2=C(Br)C1=O (configuration not stated),-3.6%,-10.8%,2.2%,11.4%&2.3%,.,-28.7%[9.22 µM],1.8%
Cc1cc(C)nc(N(C#N)Cc2ccc(Cl)cc2)n1,-6.4%,.,18.0%,4.7%,-0.1%[46 µM],-17.7%[9.22 µM],5.8%[10 µM]
Cc1ccsc1/C=C1/SC(N2CCOCC2)=NC1=O,?,?,18.8%,-0.9%,-17.8%,-1.1%,-1.9%[10 µM]
Cc1c(C(=O)NC(C)C)oc2c1-c1[nH]ncc1CC2,1.4%,4.4%,-2.2%[38.3 µM],1.7%,-2.7%,1.7%,-11.3%
Cn1c(C(=O)N2CCCC(C(=O)N3CCN(C(=O)c4ccco4)CC3)C2)cc2sccc21 (configuration not stated),0.7%,-20.6%,-4.0%[38.3 µM],-7.3%,-9.3%,7.4%,-1.8%
Cc1nn(-c2ccccc2)c(C)c1/C=N\N1CCN(c2ccc(Cl)cc2)CC1,-0.3%,-55.5%[inhibitor],37.7%[38.3 µM],10.6%,-15.8%,?,14.9%[10 µM]
CC(C)N=C1CC(C)(C)CC(=O)/C1=C(/O)CCCN1C(=O)c2ccccc2C1=O,-2.3%,-29.5%,3.1%,1.0%,.,-10.4%,-5.6%

# Molecules from the list above that contain fluorine (2):
SMILES,KinaseGlo FLuc,SMN2 splice up,IMPase Li cell,CBFb RUNX1 block,LMNA splice mod,HttQ103 aggreg,HTT cytoprotect
O=C1CC(c2cc(F)ccc2F)c2cc3c(cc2N1)CCC3 (configuration not stated),1.3%,.,19.0%,0.3%,.,-6.3%[9.22 µM],-61.2%[inhibitor][10 µM]
O=C(O)Cc1csc(-c2ccc(F)cc2)n1,-0.5%,2.0%,-5.2%,-0.1%,?,12.5%,31.4%

# Going on with the list.
SMILES,KinaseGlo FLuc,SMN2 splice up,IMPase Li cell,CBFb RUNX1 block,LMNA splice mod,HttQ103 aggreg,HTT cytoprotect
CC1CCN(C(=O)Cc2nn(C)c(=O)c3ccccc23)CC1,0.5%,-20.1%,7.7%[38.3 µM],-2.7%,26.4%,0.4%,-15.9%
COc1ccc(C(=O)NCCc2cc3c(OC)ccc(OC)c3[nH]c2=O)cc1OC,2.7%,-40.5%,-4.1%,4.3%,?,6.6%,-86.1%[inhibitor]
O=C(Nc1ccccc1Cl)/C(Cl)=C(\Cl)S(=O)c1ccccc1 (configuration not stated),-1.2%,-70.7%[inhibitor],26.9%,1.2%,.,?,-21.6%[1.9 µM]
Cc1cnc(NC(=O)CSc2c(Cl)cccc2Cl)s1,-0.8%,-24.3%,28.6%[38.3 µM],-1.5%,?,-1.3%,13.7%
Cc1nn(C2CCS(=O)(=O)C2)c(Cl)c1/C=C/C(=O)OCC(=O)Nc1ccc2c(c1)OCO2 (configuration not stated),1.6%,-9.5%,26.9%,28.5%,.,14.2%,21.1%[10 µM]
O=C(CN1C(=O)C2C3C=CC(C3)C2C1=O)NCCc1ccccc1Cl (configuration not stated),-1.9%,-19.1%,-10.5%[38.3 µM],2.3%,6.6%,17.0%,-17.5%
Cc1oc2c(C)c(O)ccc2c(=O)c1-c1cnn(-c2ccccc2)c1,-5.8%,-31.4%[inhibitor],-2.0%[38.3 µM],-6.5%,?,-23.3%,-18.1%
CC(=O)N1N=C(c2ccc(Cl)cc2)OC12CCCC2,.,.,.,4.9%,.,16.7%[9.22 µM],5.3%[10 µM]
COc1ccc(CCNC(=O)Cn2nnc3ccccc3c2=O)cc1,.,.,.,0.0%,1.7%,17.0%,6.1%[10 µM]
Cc1nc(SCC(=O)Nc2c(C)n(C)n(-c3ccccc3)c2=O)n[nH]1,1.1%,2.7%,3.7%,2.0%,0.2%,8.3%,-2.4%[10 µM]
CCCCN1Cc2c(nc3cc(-c4ccco4)[nH]n3c2=O)C1=O,.,.,.,-10.7%,.,-9.4%[9.22 µM],-1.1%[10 µM]
COc1cccc([C@@H]2Oc3ccc(Br)cc3C[C@H]2OC(=O)N[C@H]2CCCc3ccccc32)c1,-0.7%,0.3%,23.1%,?,.,.,-54.8%[inhibitor]
N=c1c2c(ncn1Cc1ccco1)Oc1c(ccc3ccccc13)C2c1ccccc1 (configuration not stated),-0.9%,-31.7%[inhibitor],7.3%,-1.5%,?,?,6.9%[10 µM]
COc1ccc(-c2nc(C#N)c(NCCc3ccccc3)o2)cc1OC,-8.3%,15.8µM*,28.1%[38.3 µM],-0.1%,-20.8%,-9.9%,-76.9%[inhibitor][0.074 µM]
CCOC(=O)Cc1csc(SCC(=O)c2c(N)n(CC(C)C)c(=O)n(C)c2=O)n1,12.6%,-54.1%[inhibitor],6.4%[38.3 µM],1.6%,?,1.0%,0.9%
N/N=c1\sc2ccccc2n1-c1ccccc1,2.5%,-4.3%,-4.9%[38.3 µM],-5.3%,1.6%[0.0737 µM],15.3%,-13.6%
Cc1cc(C)n(C(=O)CN2C(=O)c3ccccc3C2=O)n1,-3.1%,10.0%,11.4%[38.3 µM],6.3%,-5.5%,4.4%,8.0%[10 µM]
CC(=O)n1cc(/C=N/NC(=O)c2sc(C)nc2C)c2ccccc21,-3.8%,46.7%,2.6%[38.3 µM],-2.8%,2.0%,7.6%,-11.6%
CC(=O)Nc1nc(-c2ccc(Cl)cc2)ns1,1.9%,?,2.9%,10.7%,?,-32.0%,.
O=C(CSc1ccc(-c2ccccn2)nn1)NCc1ccccc1,2.0%,-1.6%,-2.4%,.,.,-1.7%,18.7%
Cc1nn(CC(=O)NCc2cccnc2)c(=O)c2ccccc12,2.8%,5.3%,24.3%[38.3 µM],7.5%,-14.9%,-1.5%,-9.9%[0.074 µM]
Nc1nc(NC2CC2)c2ncn([C@H]3C=C[C@@H](CO)C3)c2n1,.,.,.,.,26.4%,26.0%,-231.4%[inhibitor]
COc1ccc(S(=O)(=O)NCCC(=O)NCc2cccs2)cc1,-3.1%,-10.7%,1.4%[38.3 µM],-2.6%,0.5%,-8.2%,-2.6%
CCc1ccc(C(=O)/C=C/c2cnn(C)c2C)s1,-5.6%,12.6µM*,3.3%,23.8%,?,11.9%,-1.5%[10 µM]
CS(=O)(=O)c1ccccc1C(=O)N1CCN(Cc2ccccc2)CC1,0.8%,7.8%,-0.8%,4.9%,?,7.5%,-9.3%[10 µM]
